NadD inh: inhibitors of S. aureus NadD, primary screen, biochemical, colorimetric, uHTS | AID 602399, 2012 | inhibition, % at 20 µM | purified NadD enzyme, colorimetric absorbance read-out | Nicotinate-nucleotide adenylyltransferase NadD (Staphylococcus aureus N315) | 360,000 tested, 0.78% active; in the data active means inhibition above about 26%; further: some compounds past the cut are filed as inactive
Tb MetRS inh: T. brucei MetRS inhibitors, primary screen, biochemical, luminescence; purified T. brucei MetRS, ATP depletion, Kinase-Glo luminescence; methionyl-tRNA synthetase (Trypanosoma brucei brucei); 360,000 tested, 0.4% active; AID 624268, 2012; inhibition, % at 11.9 µM;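 active means inhibition above a per-plate cutoff of the control wells' mean inhibition plus 3 SD, cut at about 5.5% in these data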;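 further: 0% = DMSO wells median and 100% = median of wells with control inhibitor compound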
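Test system: purified T. brucei MetRS enzyme. Also added: ATP, methionine and E. coli bulk tRNA substrates. Compound: 11.9 µM single point. Schedule: 15 min enzyme-compound preincubation, 2 h reaction, 10 min detection, 25 °C. Signal: luciferase luminescence of residual ATP, Kinase-Glo. Evaluation: percent inhibition versus plate control medians. Controls: DMSO wells, low control.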
CSN inh: inhibitors of CSN-mediated cullin deneddylation, primary screen, biochemical, fluorescence polarization, uHTS; Purified CSN, SCF-Nedd8-OG deneddylation; inhibition, % at 12.5 µM; 360,000 tested, 0.38% active;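 active means pattern-corrected inhibition above about 35%, with an unprinted fluorescence ratio check between 0.5 and 1.5, limit read from the data, passing the limit was not always enough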;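 further: 0% = enzyme with substrate and 100% = substrate without enzyme; some results filed as inactive read as strong as hits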
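Assay system: HEK293T-derived human Csn5 enzyme; quantity: 0.24 nM enzyme; medium: Tris/NaCl/DTT buffer, pH 7.5; also added: substrate SCFSkp2-Nedd8OG, 10 nM; doses: 12.5 µM compound; schedule: 90 min reaction at room temperature; signal: FP; read-out: % inhibition of substrate cleavage by Csn5; benchmarks: substrate-only high control, full reaction low control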
Rpn11 inh: Rpn11 (PSMD14) deubiquitinase inhibitors, primary screen, biochemical, fluorescence polarization, uHTS. 26S proteasome non-ATPase regulatory subunit 14 (Homo sapiens), O00487. human 26S proteasome, Ub4-pepOG fluorescence polarization; 20S core pre-blocked with epoxomicin. calls only at 20 µM. 360,000 tested, 0.59% active. AID 588493, 2011;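 active means inhibition at 20 µM, scaled to each plate's controls, above about 33%, limit read from the data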
Target sequence (O00487 whole entry, looked up): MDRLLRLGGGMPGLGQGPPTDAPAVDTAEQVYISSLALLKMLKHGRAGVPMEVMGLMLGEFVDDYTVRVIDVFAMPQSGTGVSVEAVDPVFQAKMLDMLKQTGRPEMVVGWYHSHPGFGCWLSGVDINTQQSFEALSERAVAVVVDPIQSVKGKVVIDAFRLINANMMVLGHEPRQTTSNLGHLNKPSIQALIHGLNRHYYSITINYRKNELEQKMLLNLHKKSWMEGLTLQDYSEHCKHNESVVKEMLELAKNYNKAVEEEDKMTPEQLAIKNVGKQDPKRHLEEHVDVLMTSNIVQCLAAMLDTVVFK
Scp1 inh: Scp-1 phosphatase inhibitors, primary screen, biochemical, colorimetric, uHTS; inhibition, % at 20 µM; 340,000 tested, 0.88% active; Recombinant Scp1, phosphopeptide, malachite green phosphate absorbance; Carboxy-terminal domain RNA polymerase II polypeptide A small phosphatase 1 (Homo …;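 active means inhibition above about 50% at 20 µM, limit read from the data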;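 further: plate controls were DMSO wells with enzyme for no effect and wells lacking enzyme for full effect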
Target sequence (Q9GZU7 76-261 limits assumed): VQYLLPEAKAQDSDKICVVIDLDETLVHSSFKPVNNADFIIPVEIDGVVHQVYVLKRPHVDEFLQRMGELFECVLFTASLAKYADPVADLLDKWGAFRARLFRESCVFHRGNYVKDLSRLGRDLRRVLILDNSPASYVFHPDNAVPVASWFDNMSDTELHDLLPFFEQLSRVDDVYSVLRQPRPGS
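Test system: SCP-1 catalytic domain; Buffer or medium: Acidic Tris acetate buffer with magnesium and detergent; Also added: Phosphorylated 17-residue peptide substrate; Compound: single 20 µM dose, 1% DMSO; Schedule: enzyme reaction 45 min at room temperature, colour 5 min, stabilisation 30 min; Signal: Phosphate-binding colour reagent, absorbance read at 630 nm.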
DNMT1 inh: human DNMT1 methyltransferase inhibitors, primary screen, biochemical, molecular beacon, fluorescence, HinP1I cleavage, uHTS | DNA (cytosine-5)-methyltransferase 1 (Homo sapiens), P26358 | AID 588458, 2011 | inhibition (reported as % activation of signal), % at 10 µM | 360,000 tested, 0.83% active; in the data active means inhibition above about 50%
STEP block: STEP phosphatase inhibitors, primary screen, biochemical, fluorescence intensity, uHTS; Tyrosine-protein phosphatase non-receptor type 5 (Homo sapiens), P54829; recombinant STEP, OMFP fluorogenic substrate; inhibition, % at 20 µM; 360,000 tested, 0.25% active; AID 588621, 2011;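 active means inhibition at 20 µM, scaled per plate between control wells, above about 37%, limit read from the data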;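 further: 0% = DMSO with enzyme and substrate and 100% = substrate only without enzyme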
Target sequence (P54829 whole entry, looked up): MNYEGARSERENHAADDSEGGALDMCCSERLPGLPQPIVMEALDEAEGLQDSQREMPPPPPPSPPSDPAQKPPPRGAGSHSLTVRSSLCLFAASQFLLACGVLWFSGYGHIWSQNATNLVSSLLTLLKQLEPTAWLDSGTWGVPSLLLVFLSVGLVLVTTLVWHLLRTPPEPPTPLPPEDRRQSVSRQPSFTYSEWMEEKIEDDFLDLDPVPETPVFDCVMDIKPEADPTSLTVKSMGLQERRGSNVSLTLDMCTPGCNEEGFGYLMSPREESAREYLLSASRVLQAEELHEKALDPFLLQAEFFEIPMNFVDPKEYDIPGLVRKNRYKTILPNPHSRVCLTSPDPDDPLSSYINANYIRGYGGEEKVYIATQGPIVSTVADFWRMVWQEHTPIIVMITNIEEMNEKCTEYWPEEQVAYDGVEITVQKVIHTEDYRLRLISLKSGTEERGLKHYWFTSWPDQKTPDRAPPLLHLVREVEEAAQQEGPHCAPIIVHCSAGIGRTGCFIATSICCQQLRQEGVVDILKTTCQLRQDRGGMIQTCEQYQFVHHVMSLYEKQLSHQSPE
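material = STEP tyrosine phosphatase | reagent = fluorogenic phosphatase substrate OMFP at 25 µM final | doses = single compound dose of 20 µM, 1% DMSO final | schedule = 20 min reaction, room temperature, in the dark | measured by = fluorescence, 480/540 nm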
SUMO1 PPI mod: modulators of SUMO1 protein-protein interactions, primary screen, biochemical, uHTS. Small ubiquitin-related modifier 1 (Homo sapiens), P63165. SUMO1 binding to a labelled peptide, TR-FRET, 1 h. inhibition, % at 20 µM. 360,000 tested, 0.33% active. AID 602429, 2012; in the data active means inhibition above about 37%
MLLE-PAM2 inh: inhibitors of PABP1 MLLE–PAM2 peptide binding, primary screen, biochemical, fluorescence polarization, FITC-PAM2, GST-MLLE | Polyadenylate-binding protein 1 (Homo sapiens), P11940 | inhibition, % at 20 µM | 360,000 tested, 0.36% active; in the data active means inhibition above about 35%, passing the limit was not always enough;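 further: plate controls were DMSO wells with GST-MLLE for no effect and wells lacking GST-MLLE protein for full effect; some results filed as inactive read as strong as hits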
LMPTP block: LMPTP phosphatase inhibitors, primary screen, biochemical, fluorescence intensity, uHTS | Low molecular weight phosphotyrosine protein phosphatase (Homo sapiens), P24666 | recombinant LMPTP-A, OMFP fluorogenic substrate | inhibition, % at 20 µM | 360,000 tested, 0.22% active | AID 651560, 2012;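 active means compounds that cut the enzyme signal by at least half of the control window in the single-dose screen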;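 further: plate controls were DMSO wells with enzyme plus substrate for no effect and substrate without enzyme for full effect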
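Material: LMPTP-A; amount: 0.625 nM enzyme; doses: single 20 µM dose; times: reaction 50 min, room temperature, dark; technique: fluorescence intensity of OMFP turnover product; benchmarks: no-enzyme and uninhibited controls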
Starred values were filed as active, the others as inactive; i = inactive; / = no result given.

Rpn11 inh	CSN inh	Scp1 inh	LMPTP block	DNMT1 inh	NadD inh	STEP block	MLLE-PAM2 inh	SUMO1 PPI mod	Tb MetRS inh	molecule
i	2	-11	0.3	-7	1	0	1	0	0.3	O=C(Cc1coc2ccc3ccccc3c12)NCc1ccccc1
i	4	-4	2.3	-2	4	0	-14	-2	-1.7	O=C(CN1CCN(S(=O)(=O)c2ccc(Cl)cc2)CC1)Nc1ccc2c(c1)CCC2
i	4	3	0.4	7	-2	-1	-3	16	-0.5	Cc1cc(C)c(S(=O)(=O)NCc2ccccn2)cc1C
i	-13	2	-0.2	-2	-6	0	-16	1	-0.8	C=CCn1c(SCC(=O)Nc2cccnc2Cl)nnc1-c1ccccc1F
i	-4	-6	-0.4	-6	0	-2	11	-5	0.6	COc1ccc2c(c1)c1c(n2C)[C@@H]2CC=C(CO)[C@@H](C1)N2C
i	-1	4	1.0	-2	-1	0	2	-3	-1.0	CCOC(=O)c1ccc(NC(=O)CN2CCN(c3ccccc3)CC2)cc1
i	1	1	-1.4	0	-1	0	-1	7	-0.1	CC(=O)NCCc1nc2cc(NC(=O)COc3cccc(C)c3)ccc2n1C
i	-3	7	8.1	-2	21	1	9	-8	-0.2	COc1ccc(CCn2c(=N)c(S(=O)(=O)c3ccccc3)cc3c(=O)n4ccccc4nc32)cc1
i	-6	-11	-1.5	-1	-1	0	-9	-3	0.1	COc1cccc(CNC(=O)CCS(=O)(=O)c2cccs2)c1
i	6	-6	-0.6	0	1	-4	2	-1	-0.2	COc1cc(C(=O)Nc2ccc(C)cc2)c(-n2cnnn2)cc1OC
i	2	-13	0.9	1	4	0	-5	1	0.7	O=C(COc1ccc2ccccc2c1)Nc1ccccc1C(=O)O
i	0	-1	1.2	2	1	0	-115	-2	-0.8	O=S(=O)(c1cccc(NC(=S)N2CCN(c3ccc(F)cc3)CC2)c1)C(F)F
i	-6	-1	2.1	-1	4	-2	-25	2	-0.2	CCOc1ccc(NC(=O)CCCn2c(=S)[nH]c3ccsc3c2=O)cc1
i	4	-5	-0.7	-2	-2	6	22	-1	-0.8	O=C(Nc1ccccc1)N1CCc2scc[n+]2-c2ccccc21
i	4	-10	-0.6	-1	2	2	-26	-1	-0.5	CC(=O)c1cccc(NC(=S)N2c3ccccc3CC2C)c1 (stereo not drawn)
i	-2	6	0.6	1	-1	4	2	1	0.4	CCn1c(=S)sc2c(=O)n(CC(=O)Nc3ccc(OC)cc3)c(C)nc21
i	0	-8	0.1	0	-1	1	-4	5	-0.1	Cc1ccccc1C(=O)c1ccccc1C(=O)c1ccccc1
i	1	22	0.6	26	12	1	-19	6	-0.7	O=C(Cn1cnc2sc(-c3ccccc3)cc2c1=O)NCCc1ccccc1
i	2	-9	-0.3	-2	-5	-2	-14	4	1.3	Cc1ccc(NC(=O)CN(C)C(=O)c2cccc(Br)c2)cc1
i	2	4	7.8	-1	30*	6	-2	7	-0.3	COc1cc(OC)c2c(-c3ccccc3)cc(=O)oc2c1C(CC(=O)N1CCN(c2ccccc2)CC1)c1ccc(N(C)C)cc1 (stereo not drawn)
i	4	4	-4.1	-2	1	-1	-6	2	-0.5	CSCC[C@H](N)C(=O)N1CCC(C(=O)N[C@@H](C)C(=O)NCc2ccc(F)cc2)CC1
i	-2	10	0.1	1	2	0	1	1	0.2	Cc1cc(=O)oc2cc(OC(C)C(=O)NCc3ccccn3)ccc12 (stereo not drawn)
i	7	-5	-2.4	-1	-2	1	24	2	-0.5	COc1cccc(-c2cccc(NC(=O)C3CCN(Cc4ccc(CO)o4)CC3)c2)c1
i	-2	5	0.5	0	1	2	17	1	-0.5	O=C(CSc1nnc(C2CC2)n1C1CC1)c1cc(F)ccc1F
i	5	/	-1.2	2	-2	-5	-4	-3	-0.4	CC(C)n1ncc2c(C(=O)N3CCN(Cc4cccs4)CC3)cc(C3CC3)nc21
i	-1	-7	-11	-7	-1	-1	7	2	-0.8	CCc1cc(C(=O)COc2ccc(F)cc2)c(O)cc1O
i	2	7	1.6	8	4	-1	-4	-1	-0.9	COC(=O)c1cc2oc3ccccc3c2n1CC(=O)N1CCCc2ccccc21
i	-6	-1	-0.2	0	-3	-1	-40	-4	0.5	Cc1ccc(-n2c(SCC(=O)NCCN3C(=O)CSC3=O)nnc2-c2ccccc2F)cc1
i	-15	-3	-0.8	4	-4	4	-6	-4	-0.4	O=C(Cc1cccs1)N/N=C/c1ccco1
i	-2	-3	-3.5	3	-5	2	-3	-4	-0.6	C1=CCC(CN2CCNCC2)CC1 (stereo not drawn)
i	-4	-8	-1.2	2	-5	0	1	3	-0.5	CC(C)c1nc2c([nH]1)c(=O)n(C)c(=O)n2C
i	0	-5	0.9	0	-1	4	7	2	-0.4	CCC(=O)c1ccc(N2CCC(C)CC2)c(F)c1
i	7	2	-0.1	-5	-1	0	0	-16	-0.6	O=C(NCCCO)C(=O)c1c(-c2ccccc2)cc2ccccn12
i	-6	-5	0.0	2	0	0	-11	3	1.0	O=C(CN1CCN(S(=O)(=O)c2ccc(F)cc2)CC1)Nc1ccc(F)cc1F
i	-2	-4	-1.8	0	6	-3	9	1	-0.2	O=C(CSc1n[nH]c(=O)[nH]c1=O)Nc1ccc(Br)cc1Br
i	-7	12	3.1	0	9	0	4	-4	0.0	O=c1cc(CN2CCN(c3cccc(Cl)c3)CC2)c2cc3c(cc2o1)CCCC3
i	-14	-3	-0.9	4	1	-2	-4	-19	-0.8	CCOC(=O)C1CCN(c2ccc(C(=O)O)cc2[N+](=O)[O-])CC1
i	0	-2	1.0	-1	1	-1	-2	1	-0.6	CC(NC(=O)c1cc(F)c(F)c(F)c1F)c1ccc(-n2ccnc2)cc1 (stereo not drawn)
i	0	-4	-2.2	4	-8	0	18	-15	0.1	COc1ccc2cc(C(C)=O)c(=O)oc2c1
i	6	3	2.9	1	-2	-2	-46	-2	6.0*	O=C(COC(=O)C1CCN(c2ccc(C(F)(F)F)cn2)CC1)Nc1cccc(F)c1
i	-2	-11	4.7	-3	0	4	4	-15	-0.1	COc1ccc(/C=N\NC(=O)c2ccccc2)cc1COc1ccc(F)cc1
i	0	-4	-0.1	2	-7	0	-7	7	-0.5	Cc1nn(-c2ccccc2)nc1C(=O)NNC(=O)c1ccc(C(F)(F)F)cc1
i	2	2	1.9	17	4	1	3	0	-1.1	O=C(Nc1ccc2oc(-c3ccccc3Cl)nc2c1)c1cncc(Br)c1
i	0	/	0.2	4	-1	0	-3	7	-1.0	COc1ccccc1-c1cnc2c(c1)C(=O)N([C@@H](C)CO)C[C@@H](C)[C@@H](CN(C)C(C)=O)O2
i	6	-4	-7.3	2	-4	-3	4	-3	-0.5	CCN1CCN(C(=O)C2=C(C(=O)O)CCCC2)CC1
i	1	-1	1.1	-2	-2	-3	-72	-13	-0.8	C=CCOC(=O)C1=C(C)N=C2SCCC(=O)N2C1/C=C/c1ccccc1OC (stereo not drawn)
i	1	-1	0.3	0	0	0	8	3	-0.8	CCOc1ccc(NC(=O)CN(C)C(=O)c2c(-c3c(F)cccc3Cl)noc2C)cc1OCC
i	3	-9	4.8	20	7	16	33	-2	-0.6	CCOC(=O)c1c(NC(=O)c2ccccc2Br)sc2c1CCc1ccccc1-2
i	2	-11	0.8	16	1	-3	34	-17	0.1	NC(=S)N/N=C\c1c2ccccc2cc2ccccc12
i	-2	-1	-2.1	2	4	-2	17	2	0.0	Cc1ccc(S(=O)(=O)Nc2c(C)nc3nc(C)[nH]n3c2=O)c(C)c1

Remaining list, next part:
Rpn11 inh	CSN inh	Scp1 inh	LMPTP block	DNMT1 inh	NadD inh	STEP block	MLLE-PAM2 inh	SUMO1 PPI mod	Tb MetRS inh	molecule
i	-1	-5	0.6	-1	5	2	-2	2	-0.3	Cc1ccc(Nc2nc(C)cc(C)n2)c(Br)c1
i	1	3	-2.1	-3	-1	-4	13	5	-0.7	Cc1ccc(CNC(=O)CCS(=O)(=O)c2ccc(Br)s2)o1
i	-4	9	0.1	3	2	0	-2	9	-0.2	COC(=O)c1ccc(NC(=O)CS(=O)(=O)c2ccccc2)cc1
i	-1	-3	-1.2	3	1	-1	-9	-4	-0.4	CC1CCN(C(=O)c2[nH]cnc2C(=O)N[C@@H](C)c2ccccc2)CC1
i	3	-2	1.4	1	-5	2	-2	1	0.2	Cc1ccc(-n2c3c(cc(C(=O)NCc4ccco4)c2=O)C(=O)CCC3)cc1
i	3	-12	2.2	-4	-3	-1	-13	-2	3.4	CC(=O)c1ccc(N2CCN(C(=O)c3nn(Cc4ccccc4)c(=O)c4ccccc34)CC2)cc1

Sorted by formula weight (rising): some entries from above.
Rpn11 inh	CSN inh	Scp1 inh	LMPTP block	DNMT1 inh	NadD inh	STEP block	MLLE-PAM2 inh	SUMO1 PPI mod	Tb MetRS inh	molecule
i	-1	-5	0.6	-1	5	2	-2	2	-0.3	Cc1ccc(Nc2nc(C)cc(C)n2)c(Br)c1
i	-1	-3	-1.2	3	1	-1	-9	-4	-0.4	CC1CCN(C(=O)c2[nH]cnc2C(=O)N[C@@H](C)c2ccccc2)CC1
i	-2	-1	-2.1	2	4	-2	17	2	0.0	Cc1ccc(S(=O)(=O)Nc2c(C)nc3nc(C)[nH]n3c2=O)c(C)c1
i	1	3	-2.1	-3	-1	-4	13	5	-0.7	Cc1ccc(CNC(=O)CCS(=O)(=O)c2ccc(Br)s2)o1

From PubChem BioAssay
